Compound activity deposited in PubChem by NCI.
NCI-60 one-dose screen, 48 h, at 10 µM unless noted. Numbers give growth in % (100 = growth as untreated, 0 = no growth, -100 = all killed).
HT29 = HT29 colon cancer; actives 7.4% (n = 81,000); AID 1794748
HCC-2998 = HCC-2998 colon cancer; actives 4.7% (n = 79,000)
HCT-116 = HCT-116 colon cancer | actives 7.3% (n = 82,000)
KM12 = KM12 colon cancer cells; actives 5% (n = 82,000); AID 1794800
HCT-15 = HCT-15 colon cancer. actives 5.2% (n = 82,000). AID 1794746
SW-620 = SW-620 colon cancer | actives 5.2% (n = 82,000)
SNB-19 = SNB-19 CNS cancer cells. actives 2.5% (n = 81,000)
COLO 205 = COLO 205 colon cancer; actives 7.3% (n = 79,000)
SNB-75 = SNB-75 CNS cancer; AID 1794750; actives 5% (n = 79,000)
* hit, by the source's call; nt = no result given; & = joins results of further samples; [ ] = another dose, or the depositor's remark. Rule for the calls: active = growth percent below 10; inactive = the rest.

1. COc1cc(-c2nc3ccccc3[nH]2)cc(CN2CCN(c3ccccc3)CC2)c1O
2. Cc1[nH]nc2c1C(c1cc(=O)oc3ccc(Cl)cc13)CC(=O)O2 (centres undefined)
3. COc1ccc(CNC(=O)c2nc(-c3cc(OC)c(OC)c(OC)c3)n(-c3ccc(OC)c(OC)c3)n2)cc1OC
4. Cn1c(=O)[nH]c(=O)c2nc3cc(-c4ccccc4)oc3nc21
5. CCN1C(=O)N(CC)C2NNC(Sc3c(C(=O)O)c4ccccc4n(CCC(C)C)c3=O)=NC21 (centres undefined)
6. CCOC(=O)N1C2C=CC(C2)N1C(=O)OCC
entry no.,1,2,3,4,5,6
HT29,102,86,91,111,-30*,105
HCC-2998,99,94,97,102,3.9*,nt
HCT-116,76,91,79,98,4.0*,95
KM12,82,100,96,110,21,108
HCT-15,72,103,103,107,2.8*,94
SW-620,98,103,104,109,28,109
SNB-19,79,93,100,100,15,106
COLO 205,113,104,95,111,-21*,114
SNB-75,62,98,76,93,26,93

7. COC(=O)/C=C/c1cccc2c1C(=O)NC(C)(c1cc3ccccc3oc1=O)N2 (centres undefined)
8. CNC(=O)c1cc(-n2ccc3cc(NC(=O)Nc4ccc(F)c(C(F)(F)F)c4)ccc32)ccn1
9. COc1ccc2nc3sc(C(=O)Nc4ccc(C(=O)/C=C/c5ccccc5)cc4)cc3cc2c1
10. COc1ccc(-c2nc(SC(C)C)nc(Nc3ccc(C(C)=O)cc3)c2C#N)cc1
11. N[C@@H](Cc1ccccc1)[C@@H](O)C(=O)NCc1ccccc1
12. O=Nc1ccc(O)cc1
entry no.,7,8,9,10,11,12
HT29,70,52,106,103,107,98&97
HCC-2998,74,86,109,107,115,104&101
HCT-116,45,59,103,106,98,78&103
KM12,69,20,97,106,102,95&101
HCT-15,36,50,102,94,99,92&89
SW-620,72,95,100,109,97,94&86
SNB-19,82,91,98,106,97,99&106
COLO 205,63,51,107,117,107,111&104
SNB-75,42,70,94,137,98,96

13. C/C(=C1/C(=O)Nc2ccccc21)c1ccc(NS(=O)(=O)c2ccccc2)cc1
14. O=C(CSCc1c(F)cccc1Cl)Nc1ccc(F)c(Cl)c1
15. CC(C#N)Oc1cccc2ccccc12 (centres undefined)
16. C=CCC(O)c1ccc2c(c1)OCO2 (centres undefined)
17. CCCCc1ccc(C(O)(CCN2CC3CCC(CC3)C2)c2ccccc2)cc1 (centres undefined)
18. CCOC(=O)c1cnc(SCC)[nH]c1=O
entry no.,13,14,15,16,17,18
HT29,115,83,101,106,69,102
HCC-2998,115,104,105,99,90,88
HCT-116,91,61,109,95,77,90
KM12,99,72,104,106,93,112
HCT-15,115,79,nt,108,66,110
SW-620,111,99,97,105,96,107
SNB-19,98,86,108,103,108,99
COLO 205,120,119,107,112,81,121
SNB-75,54,75,75,100,116,91

19. O=C1[C@@H]2Cc3c([nH]c4ccccc34)[C@H](c3c(Cl)cccc3Cl)N2C(=O)CN1C1CCN(Cc2ccccc2)CC1
20. CC(C)C(=O)c1ccc(O)c(O)c1
21. c1nc2ccc(-c3cc4ccc5[nH]ncc5c4c4c3CCCC4)cc2[nH]1
22. CCOC(=O)c1cc(Cl)nc(Cl)c1
23. CCc1ccc(C(=O)NNC(=O)Cc2coc3cc(OC)ccc23)cc1
24. CC1(C)CC(=O)C(CSC(=O)c2ccccc2)C(=O)C1
entry no.,19,20,21,22,23,24
HT29,2.1*,115,58,101,119,108
HCC-2998,11,131,76,107,102,94
HCT-116,-33*,94,7.1*,94,97,93
KM12,30,94,31,109,104,100
HCT-15,-26*,82,95,97,111,101
SW-620,11,92,39,102,101,92
SNB-19,62,nt,75,96,96,91
COLO 205,75,122,52,107,117,102
SNB-75,62,103,71,109,84,87

25. O=C(NCc1cc(C(F)(F)F)ccc1Cl)C1CCC(=O)N1c1cccs1 (centres undefined)
26. C=C(CN1CC=CCC1)[C@@H]1CC[C@]2(C(=O)O)CC[C@]3(C)[C@H](CC[C@@H]4[C@@]5(C)CC[C@H](OC(C)=O)C(C)(C)[C@@H]5CC[C@]43C)[C@@H]12
27. O=C1C=CC(=NN=C(c2ccccc2)c2ccccc2)C=C1
28. CCOC(=O)C1=CCC(n2ccc(=O)[nH]c2=O)O1 (centres undefined)
29. S=c1nc[nH][nH]1
30. COc1ccc(-c2c(N)n[nH]c2-c2cc(OC)c3c(c2)OCO3)cc1
entry no.,25,26,27,28,29,30
HT29,88,107,115,111,114,100
HCC-2998,nt,111,108,142,98,94
HCT-116,90,82,105,104,103,87
KM12,99,95,104,103,110,65
HCT-15,96,91,86,98,114,86
SW-620,97,101,108,102,107,87
SNB-19,97,94,99,107,96,90
COLO 205,99,114,120,101,110,102
SNB-75,83,96,68,111,113,nt

31. O=S(=O)(Nc1cc(Sc2nc3ccccc3s2)c(O)c2ccccc12)c1ccc2ccccc2c1
32. CC[C@]12C=CCN3CC[C@@]4(c5ccc(OC)cc5N(C)[C@H]4[C@@](O)(C(=O)OC)[C@@H]1OC(=O)CCC(=O)O[C@H]1CC[C@H]4[C@@H]5CCC6=CC(=O)CC[C@@H]6[C@H]5CC[C@]14C)[C@@H]32
33. CC/C(Cc1ccccc1)=C(\c1ccc(OCCCN(C)C)cc1)c1ccc(OC(=O)NCc2ccccc2)cc1
34. O=S(=O)(O)c1ccc(Cl)cc1
35. O=C(CCCCC(=O)OCC1COCO1)OCC1COCO1 (centres undefined)
36. CCC(=O)c1ccco1
entry no.,31,32,33,34,35,36
HT29,115,-22*[100 µM],7.1*,94,95,108
HCC-2998,109,3.1*[100 µM],70,99,92,100
HCT-116,91,3.8*[100 µM],10,98,103,90
KM12,93,6.4*[100 µM],73,99,114,110
HCT-15,98,14[100 µM],4.4*,100,107,107
SW-620,108,11[100 µM],15,101,111,104
SNB-19,106,22[100 µM],76,102,104,86
COLO 205,101,-88*[100 µM],4.7*,109,113,107
SNB-75,88,-27*[100 µM],69,100,82,85

37. O=C(CN1C(=O)S/C(=C\c2cc(Cl)ccc2Cl)C1=O)Nc1ncc(Cc2ccc(Cl)cc2)s1
38. NC(=O)c1ccc(Cl)c2ccccc12
39. NCc1cc(Nc2ccnc3cc(Cl)ccc23)ccc1F
40. CCCCCCCCCCCO
41. CN1[C@@H]2CC[C@H]1/C(=C\c1ccccc1)C(=O)/C2=C/c1ccccc1
42. N#Cc1ccc(O)c(C2=NCC(c3ccc(-c4ccccc4)cc3)O2)c1 (centres undefined)
entry no.,37,38,39,40,41,42
HT29,111,90,79,103,11,18
HCC-2998,117,nt,91,105,63,35
HCT-116,106,87,77,97,12,9.1*
KM12,105,109,92,98,21,17
HCT-15,102,106,87,94,28,25
SW-620,105,98,78,105,29,24
SNB-19,95,94,86,94,47,18
COLO 205,108,116,76,111,13,1.1*
SNB-75,86,90,83,87,26,26

43. COc1cc2c3c(n(CCCNC4CCCCC4)c(=O)c2cc1OC)-c1cc2c(cc1C3=O)OCO2
44. O=C(CSc1ccccc1C(=O)Nc1ccc(-n2ccnc2)cc1)NCC1CCCCC1
45. CC(=O)Oc1nc2[nH]c(=O)sc2c(C)c1Cc1ccccc1
46. CC(=O)Oc1cc(C)c2sc(=O)[nH]c2n1
47. O=C(Cn1nnc(N2CCOCC2)n1)N/N=C/c1ccccc1Cl
48. CCOC(=O)CSc1ccccc1
entry no.,43,44,45,46,47,48
HT29,-69*,85,107,103,107,107
HCC-2998,73,100,91,99,102,106
HCT-116,-72*,78,94,94,102,99
KM12,57,82,98,100,108,108
HCT-15,-69*,73,94,96,115,100
SW-620,-77*,102,95,88,106,104
SNB-19,2.7*,80,102,88,107,96
COLO 205,-79*,98,94,104,121,110
SNB-75,81,73,77,80,109,75

Part of the list above in a different format.
cpd	SMILES	HT29	HCC-2998	HCT-116	KM12	HCT-15	SW-620	SNB-19	COLO 205	SNB-75
1	COc1cc(-c2nc3ccccc3[nH]2)cc(CN2CCN(c3ccccc3)CC2)c1O	102	99	76	82	72	98	79	113	62
2	Cc1[nH]nc2c1C(c1cc(=O)oc3ccc(Cl)cc13)CC(=O)O2 (centres undefined)	86	94	91	100	103	103	93	104	98
3	COc1ccc(CNC(=O)c2nc(-c3cc(OC)c(OC)c(OC)c3)n(-c3ccc(OC)c(OC)c3)n2)cc1OC	91	97	79	96	103	104	100	95	76
4	Cn1c(=O)[nH]c(=O)c2nc3cc(-c4ccccc4)oc3nc21	111	102	98	110	107	109	100	111	93
5	CCN1C(=O)N(CC)C2NNC(Sc3c(C(=O)O)c4ccccc4n(CCC(C)C)c3=O)=NC21 (centres undefined)	-30*	3.9*	4.0*	21	2.8*	28	15	-21*	26
6	CCOC(=O)N1C2C=CC(C2)N1C(=O)OCC	105	nt	95	108	94	109	106	114	93
7	COC(=O)/C=C/c1cccc2c1C(=O)NC(C)(c1cc3ccccc3oc1=O)N2 (centres undefined)	70	74	45	69	36	72	82	63	42

(next part)
49. CC1=C(C)C(=O)C(N2CCC(C)CC2)=CC1=O
50. NC(=O)c1cccc(Br)c1
51. Cn1c(=O)[nH]c(=O)c2nc(CC(=O)Nc3ccccc3)c(=O)[nH]c21
52. CCOP(=O)(CCN1CCN(CCCCCOc2cc3c(cc2OC)C(=O)N2CCC[C@H]2C=N3)CC1)OCC
53. CCOC(=O)c1ccc2n1CCCc1cnc(Nc3ccccc3)nc1-2
54. CCOC(=O)C1=C(N)N(c2ccccc2)C2=C(C(=O)CC(C)(C)C2)C1c1ccc(Cl)cc1 (centres undefined)
entry no.,49,50,51,52,53,54
HT29,110,107,106,80,96,35
HCC-2998,123,97,102,81,102,43
HCT-116,107,104,98,80,86,19
KM12,97,112,103,111,66,18
HCT-15,106,98,96,104,47,14
SW-620,117,110,102,64,98,28
SNB-19,93,107,94,92,91,35
COLO 205,112,138,122,71,100,-18*
SNB-75,108,91,78,65,93,73

55. C=CC(c1ccccc1)c1nc2ccccc2s1 (centres undefined)
56. CC(C)(c1ccc(OCC(O)CN2CCOCC2)cc1)c1ccc(OCC(O)CN2CCOCC2)cc1 (centres undefined)
57. Nc1ncnc2nc(Cl)[nH]c12
58. N#CCNc1ccc(N)cc1
59. CCCCCCCCCCCCCCCCCC1=NCCN1C(=O)OCCO
60. OCCN1CCNC1=S
entry no.,55,56,57,58,59,60
HT29,97,81,76,91,-48*,100
HCC-2998,98,96,89,99,nt,109
HCT-116,73,87,103,84,nt,85
KM12,85,100,104,102,21,101
HCT-15,82,90,100,101,-8.4*,101
SW-620,81,102,103,109,-77*,100
SNB-19,nt,101,95,100,76,101
COLO 205,103,96,93,94,-73*,101
SNB-75,62,86,90,98,45,101

Some of the entries so far, with each value named.
58: N#CCNc1ccc(N)cc1
  HT29: 91 | HCC-2998: 99 | HCT-116: 84 | KM12: 102 | HCT-15: 101 | SW-620: 109 | SNB-19: 100 | COLO 205: 94 | SNB-75: 98
59: CCCCCCCCCCCCCCCCCC1=NCCN1C(=O)OCCO
  HT29: -48* | HCC-2998: nt | HCT-116: nt | KM12: 21 | HCT-15: -8.4* | SW-620: -77* | SNB-19: 76 | COLO 205: -73* | SNB-75: 45

Next section:
61. CC(=O)Nc1cccc(N)c1
62. N#CC(c1ccccc1)C(CC(=O)c1ccccc1)c1ccccc1 (centres undefined)
63. O=C(COc1ccc(-c2nc3ccccc3[nH]2)cc1)N=Nc1c(O)[nH]c2ccccc12
64. O=C1C2CCCN2C(=O)c2ccccc2N1Cc1cn(-c2ccc(F)cc2)nn1 (centres undefined)
65. O=C(O)CCNC(=O)OCc1ccccc1
66. Cc1ccccc1CNc1ccc(N2CCOCC2)cc1
entry no.,61,62,63,64,65,66
HT29,111,101,100,98,97,105
HCC-2998,104,103,109,98,107,105
HCT-116,112,87,41,103,99,104
KM12,109,95,58,100,104,100
HCT-15,99,102,105,103,93,101
SW-620,113,105,86,97,110,98
SNB-19,94,101,93,97,100,101
COLO 205,104,114,92,112,103,108
SNB-75,76,98,104,84,78,93

67. O=c1c2ccccc2nc(COc2ccccc2)n1NCc1ccccc1
68. COc1cc(-n2nc(C(=O)NCCCCCC(=O)NO)nc2-c2ccccc2)cc(OC)c1OC
69. COc1ccccc1S(=O)(=O)Nc1ccc2c3c(cc(NCCC4CCN(C)CC4)nc13)C(=O)N2C
70. Oc1ccccc1/C=N\Nc1ccccc1
71. O=C(NN1C(=O)c2c(Cl)c(Cl)c(Cl)c(Cl)c2C1=O)c1ccc(OCc2nc3ccc(Cl)cc3[nH]2)cc1
72. COc1cc2c(cc1OC)C(CCc1ccc(Cl)cc1)N(C)CC2 (centres undefined)
entry no.,67,68,69,70,71,72
HT29,79,104,40,96,113,80
HCC-2998,98,99,87,80,111,107
HCT-116,59,114,81,69,103,74
KM12,76,112,85,20,103,120
HCT-15,72,107,102,26,101,102
SW-620,88,105,79,35,105,87
SNB-19,76,101,89,86,86,93
COLO 205,97,104,59,115,117,97
SNB-75,100,89,37,72,92,93
